KCNH2 WT inh = blocks the wildtype human KCNH2 potassium channel. Q12809. U2OS, BacMam KCNH2, thallium flux FluxOr; active compounds read low. activity change, % at 1.84 µM. hit rate 0.37% among 340,000. AID 720551;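 active = maximum activity change below -70%; inconclusive = maximum activity change between -70% and -50%; inactive = maximum activity change above -50%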; also: % is scaled to controls: 0 for no effect and ±100 for the full control effect
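U2OS cells were transduced with wild-type KCNH2 virus (2.03 x 10^8 / mL) for 4 h at room temperature, then cultured overnight at 37 C. Thallium flux was read with FluxOr dye. Rate constants were normalized to DMSO controls.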
ELG1 repair inh = blocks ELG1-dependent DNA repair in HEK293T cells. HEK293T ELG1-luciferase reporter, luminescence, 16 h; DNA damage induced by 5-fluorouridine. Potency, µM (top dose mostly 46.1 µM), inactives show at the top dose activity change, negative = inhibition, most hits filed as inhibitors. hit rate 2.3% among 330,000. AID 504467; also: potency is read from the fitted curve at half-maximal effect; % is scaled to controls: 0 for no effect and ±100 for the full control effect; nearly all actives have a fitted effect of over 55% in size
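HEK293T cells expressing luciferase-tagged ELG1 (2,000/well) received 5-Fluorouridine plus compound or DMSO for 16 hr at 37 °C. Luciferase was read by ONE-Glo luminescence after 30 min at room temperature.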
A-T KAP1 phos = candidate therapy for ataxia-telangiectasia; […] A-T fibroblasts, KAP-1 phosphorylation AlphaLISA; neocarzinostatin DNA damage 30 min before lysis; Potency, µM (top dose mostly 57.5 µM), without a hit: at the highest dose activation, hits mostly activators; AID 485349; hit rate 0.19% among 320,000; also: potency is read from the fitted curve at half-maximal effect; % of control where 0% means no effect; nearly all actives have a fitted effect of over 45% in size
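ATM-like activity read as KAP-1 phosphorylation via AlphaLISA donor/acceptor antibody pairs after lysis and 6 hr at 25C. Cells were ATM-null patient fibroblasts ([…], hTERT), dosed 60 min, then exposed to the DSB inducer NCS for 30 min.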
TCR act = activators of T cell receptors. primary human leukocytes, anti-CD3, IL-2 HTRF, 48 h. Potency, µM (top dose mostly 9.22 µM), for inactives: at the highest dose activation of IL-2 secretion, most hits filed as activators. 330,000 tested, under 10 active; also: % of control where 0% means no effect
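Primary human leukocytes were stimulated with a-CD3 beads plus compounds for 48 hr without co-stimulation; secreted IL-2 was quantified by HTRF using a-IL-2-K (europium cryptate) and a-IL-2-d2, excited at 320nm with acceptor emission read at 665nm.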
Mito fusion yeast = blocks mitochondrial division or promotes mitochondrial fusion; S. cerevisiae fusion-defective mutant growth rescue, CellTiterGlo 48 h; Potency, µM (doses to about 46.1 µM), for the others: at the highest dose growth rescue (activation), actives largely listed as activators; hit rate 0.23% among 320,000; AID 485298;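 also: potency is read from the fitted curve at half-maximal effect; % of control where 0% means no effect; nearly all actives have a fitted effect of over 45% in size; temperature-sensitive fusion mutants such as fzo1-1 at 37 °C on non-fermentable ethanol glycerol medium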
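Read-out: ATP-based luminescence (CellTiterGlo, 10 min ambient) reporting growth of fusion-defective ts yeast after 48 hours at 37C on glycerol/ethanol YPEG medium in the presence of compound.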
TSHR antag = antagonists of human thyroid stimulating hormone receptor. AID 504810. hit rate 0.2% among 330,000. P16473. activity change, negative = inhibition, % at 11.5 µM. TSHR-expressing cells, TSH-stimulated cAMP HTRF, 2 h; active compounds read low;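 active = activity change below a set negative limit, meaning inhibition stronger than a set level, cut at about -70% in these data; inconclusive = activity change between two set negative limits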; also: % is scaled to controls: 0 for no effect and ±100 for the full control effect
Target sequence (P16473 whole entry, looked up): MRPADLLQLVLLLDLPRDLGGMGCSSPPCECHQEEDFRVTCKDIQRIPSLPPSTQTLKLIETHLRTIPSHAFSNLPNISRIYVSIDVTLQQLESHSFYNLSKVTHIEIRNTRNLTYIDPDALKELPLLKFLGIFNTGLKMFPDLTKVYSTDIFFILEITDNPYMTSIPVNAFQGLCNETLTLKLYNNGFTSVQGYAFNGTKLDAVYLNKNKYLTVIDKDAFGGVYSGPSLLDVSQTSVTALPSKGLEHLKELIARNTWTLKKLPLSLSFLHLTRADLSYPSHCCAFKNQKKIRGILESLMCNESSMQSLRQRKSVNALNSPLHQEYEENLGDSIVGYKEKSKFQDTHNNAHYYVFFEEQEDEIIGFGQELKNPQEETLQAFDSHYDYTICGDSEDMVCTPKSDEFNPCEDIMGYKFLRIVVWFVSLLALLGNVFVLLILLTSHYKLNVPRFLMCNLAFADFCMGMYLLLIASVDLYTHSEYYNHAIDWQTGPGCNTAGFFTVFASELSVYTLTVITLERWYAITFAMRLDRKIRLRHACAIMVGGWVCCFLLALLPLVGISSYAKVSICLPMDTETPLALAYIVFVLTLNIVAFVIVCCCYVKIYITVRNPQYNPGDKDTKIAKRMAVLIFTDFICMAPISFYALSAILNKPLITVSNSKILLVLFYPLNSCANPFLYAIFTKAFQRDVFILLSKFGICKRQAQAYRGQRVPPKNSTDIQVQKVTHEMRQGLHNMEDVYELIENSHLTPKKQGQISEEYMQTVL
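Antagonism was scored as loss of TSH-driven cAMP in TSHR cells, stimulated with 4nM TSH (EC80) for 2 hours at 37 deg C and detected by homogeneous HTRF competition immunoassay.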
TRPV1 agonist = human TRPV1 agonism | TRPV1-expressing cells, Fluo-8 calcium influx, agonist mode | hit rate 0.19% among 320,000 | activation, % at 8.33 µM | AID 540275 | Q8NER1; in the data active = activation above about 80%; inconclusive = between about 30% and that limit; also: 0% is about no effect
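TRPV1-expressing cells were cultured overnight at 35.5C and loaded with Fluo-8 calcium dye for 40 to 90 min at room temperature. After a 10 s baseline, compound was added and calcium influx was read kinetically for 3 min (ex 480/em 520 nm).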
Eya2 phos inh = inhibitors of human Eya2 phosphatase activity; hit rate 0.006% among 330,000; O00167; recombinant Eya2, OMFP fluorescence dephosphorylation (OMFP is methylfluorescein phosphate); Potency, µM (highest dose often 76.9 µM), for the others: at the top dose activity, negative = inhibition, hits mostly inhibitors; AID 488837; also: potency is read from the fitted curve at half-maximal effect; % is scaled to controls: 0 for no effect and ±100 for the full control effect
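Eya2 (0.2 uM) preincubated 10 min at ambient with compound, then OMFP substrate added at 50 uM; 10 min reaction in 50 mM HEPES pH 7.5, 50 mM NaCl, 5 uM MgCl2, 0.05% BSA, 1 mM DTT. Fluorescence read at Ex 485/Em 525 nm.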
USP2a block = inhibitors of human ubiquitin-specific protease USP2a; O75604; hit rate 0.01% among 330,000; Potency, µM (series often up to 38.3 µM), inactives show top-dose activity change, negative = inhibition, usual class: inhibitors; USP2 core, Ub-CHOP2 coupled fluorogenic reporter, 485/531;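 also: potency is read from the fitted curve at half-maximal effect; plate controls were DMSO wells for no effect and full inhibition by NEM control for full effect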
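USP2 core (10nM final) preincubated 30min RT with compound in 20mM Tris-HCl pH 8.0, 2mM CaCl2, 2mM beta-mercaptoethanol, 0.05% CHAPS; 25nM Ub-CHOP2 plus 25nM reporter substrate added, fluorescence (Ex485/Em531) read after 60min.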
KCNH2 3.1 inh = KCNH2 3.1 (human) potassium channel inhibition | hit rate 0.95% among 340,000 | U2OS KCNH2 3.1, thallium flux FluxOr; active compounds read low | activity change, % (tested at about 1.8 µM) | AID 720553;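 active = maximum activity change below -70%; inconclusive = maximum activity change from -70% to -50%; inactive = maximum activity change above -50%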;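 also: thallium influx rate constant from kinetic fluorescence after stimulation buffer; % is scaled to controls: 0 for no effect and ±100 for the full control effect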
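Channel expression came from 3.1 mutant virus (1.77 x 10^8 /mL) applied to suspended U2OS cells for 4 h. Flux was tracked with FluxOr dye plus Red40 quencher, and kinetic rate constants normalized to controls.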
Active calls of the source: *; ? = inconclusive; . = no result given; [ ] = another dose, or the depositor's remark. Unless noted, calls follow the shape of the dose curve; as a rule, active = well fitted curve in the direction sought with a large enough effect; inconclusive = small, poorly fitted or top-dose-only effect, or another doubt; inactive = no such curve, though single readings can be large; an effect the other way counts as inactive or inconclusive. An excerpt; count on the stated rates, not on these rows.

SMILES	KCNH2 WT inh	ELG1 repair inh	A-T KAP1 phos	TCR act	Mito fusion yeast	TSHR antag	TRPV1 agonist	Eya2 phos inh	USP2a block	KCNH2 3.1 inh
COc1ccc(C2CC(c3cccc(OC)c3OC)n3nnnc3N2)cc1 (centres undefined)	7.0	-0.9%	6.4%	4.4%	-3.2%	-8.8	-1.7	11.7%	2.0%	1.2
O=C(CCn1c(=S)oc2ccccc21)NCCC1=CCCCC1	-0.3	?	4.6%	4.7%	-1.1%	4.1	-4.7	3.4%	0.0%	-6.8
CN(C)c1ccc(/C=C(/NC(=O)c2ccccc2)C(=O)N2CCCC2)cc1	-13.4	-3.2%	-3.3%	3.2%	6.5%	0.9	-1.2	1.0%	4.2%	-2.9
O=C(c1ccco1)n1nc(-c2cccnc2)nc1NCc1ccco1	-1.6	5.8%	-3.6%	-0.9%	1.3%	-2.1	4.7	-7.0%	1.9%	0.7
O=C(NCc1ccccc1)C(=O)Nc1nc(C23CC4CC(CC(C4)C2)C3)cs1	-0.9	?	6.8%	-2.3%[46.1 µM]	-1.6%	7.5	29.4	-0.7%	0.3%	-13.8
CN(c1cccc(NC(=O)c2ccc(Cl)c(S(=O)(=O)N3CCOCC3)c2)c1)S(C)(=O)=O	-9.3	23.1µM*	14.0%	2.5%	-1.0%	-9.5	1.3	-1.2%	-1.5%	5.9
COc1cc(OC)cc(C(=O)N2CCN(C(=O)Cc3ccccc3)CC2)c1	-9.5	2.8%	-1.0%	-0.1%	-0.7%	2.6	0.2	3.3%	1.7%	0.3
O=C(NCc1ccc2c(c1)OCO2)c1cc(-c2ccccc2)on1	-2.9	14.6%	13.5%	6.1%	-3.2%	-11.1	?	3.8%	2.6%	-12.1
COc1cc(Nc2nc3ccccc3nc2NS(=O)(=O)c2ccc([N+](=O)[O-])cc2)cc(OC)c1OC	6.5	16.4µM*	-10.4%	-9.5%	10.1%	-28.1	13.6	5.0%	1.8%	-32.9
CS(=O)(=O)Nc1ccc(C(=O)NCC2CCCO2)cc1 (centres undefined)	1.4	8.4%	-0.2%	3.7%	0.7%	6.1	0.6	18.6%	0.9%	-9.8
O=S(=O)(Nc1cccc2[nH]ncc12)c1cccs1	-2.1	3.2%	-2.0%	2.6%	-1.4%	-2.1	0.0	4.7%	-0.1%	-11.2
COc1ccc(OC)c(C(=O)N(C)C2CCCN(Cc3ccccc3F)C2)c1 (centres undefined)	24.2	-5.8%	8.3%	.	1.9%	2.5	-2.2	6.7%	-2.1%	-6.3
CC(=O)c1ccc(OCCCC(=O)Nc2ccc(S(=O)(=O)N3CCOCC3)cc2)cc1	-0.7	?	1.1%	-2.1%	-5.5%	-5.6	9.5	10.1%	2.0%	-3.4
CC1(C)CC(=O)C/C(=N/NC(=O)CCCOc2ccc(Cl)cc2Cl)C1	7.6	0.4%	6.7%	-7.3%	-0.6%	-5.9	0.9	-6.7%	-0.5%	13.0
COc1ccccc1Oc1ccc2c(c1)C(=O)N(CC(=O)O)C2=O	-9.5	-8.6%	20.0%	7.6%	-5.0%	6.5	6.3	2.8%	-3.2%	3.5
CN(C)CCN(C(=O)CCS(=O)(=O)c1ccccc1)c1nc2c(F)cccc2s1	40.3	10.2%	-2.6%	-0.8%	5.2%	0.8	-2.2	3.4%	-0.1%	-10.4
O=c1[nH]c(SCc2n[nH]c(=S)n2-c2ccccc2)nc2ccccc12	-4.3	-3.3%	-1.9%	-6.0%	-0.3%	-0.9	0.9	7.2%	1.6%	20.0
COc1cc(OC)cc(C(=O)NNC(=O)CCNS(=O)(=O)c2ccc(Br)cc2)c1	-1.9	-12.7%	6.2%	1.6%	.	-2.4	.	3.7%	2.9%	7.2
O=C(Nc1cccc(C(=O)O)c1)Nc1ccc2c(c1)OCO2	24.4	2.59µM*	.	.	0.5%	-8.1	2.9	10.6%	-5.7%	2.8
COc1ccc(CCNC(=O)CC(=O)NCCc2ccc(OC)cc2)cc1	3.4	-2.8%	5.6%	10.3%	1.1%	-7.7	1.2	-3.0%	4.1%	16.5
CC(C)(C)c1ccc(OCCCNCc2ccccc2)cc1	15.0	-5.2%	3.0%	0.4%[46.1 µM]	-15.0%	7.8	7.3	-5.4%	-0.1%	-32.2
COc1ccc([C@H]2CC(=O)C=C(c3ccc4ccn(C)c4c3)C2)cc1	-19.2	?	-22.4%	1.2%	28.7%	21.1	10.5	14.8%	-4.4%	5.3
CC(=O)Nc1cccc(C(=O)OC(C)C(=O)N2CCc3ccccc32)c1 (centres undefined)	-1.8	3.0%	0.8%	5.0%	0.3%	1.9	1.8	-35.4%	0.0%	8.3
Cc1nc(SCC(=O)NC(C)(C#N)C2CC2)c2c(-c3cccs3)csc2n1 (centres undefined)	21.5	?	1.1%	1.2%[46.1 µM]	-2.6%	-7.5	28.5	2.5%	-2.2%	-1.0
O=C(NCCCl)NNC(=O)c1cc2ccccc2cc1O	-5.2	0.0%	-8.1%	7.1%	1.3%	27.3	-1.0	3.9%	6.8%	-9.4

Individual results from above:
A-T KAP1 phos result of CN(C)c1ccc(/C=C(/NC(=O)c2ccccc2)C(=O)N2CCCC2)cc1 : -3.3%
TSHR antag result of CN(c1cccc(NC(=O)c2ccc(Cl)c(S(=O)(=O)N3CCOCC3)c2)c1)S(C)(=O)=O : -9.5

(more compounds)
SMILES	KCNH2 WT inh	ELG1 repair inh	A-T KAP1 phos	TCR act	Mito fusion yeast	TSHR antag	TRPV1 agonist	Eya2 phos inh	USP2a block	KCNH2 3.1 inh
C=CCc1ccc(OCCCCN2CC(C)CC(C)C2)c(OC)c1 (centres undefined)	25.0	0.9%	-2.8%	-2.6%	-0.1%	5.8	-0.3	-24.6%	1.2%	-4.9
O=S(=O)(Nc1ccc(-n2cnnn2)cc1)c1cccc(Cl)c1	-4.3	14.4%	16.3%	-0.9%	3.5%	-4.8	-0.6	17.1%	4.2%	11.6
CCOc1ccc(CCNC(=O)c2nnn(CC(=O)Nc3ccc(C)cc3)c2N)cc1OCC	1.9	25.7%	-5.4%	-2.0%	-1.2%	-6.3	-2.4	20.0%	1.6%	-2.9
N#CC[C@H](Cc1ccccc1)N1CC[C@@H](NC(=O)OCc2ccccc2)CCC1=O	3.0	7.4%	1.0%	0.2%	1.5%	-6.2	1.4	6.4%	0.1%	6.9
CCC(=O)c1c(OCc2ccccc2)ccc2c(C)cc(=O)oc12	.	0.0%	2.7%	.	22.6%	-10.8	5.9	-2.7%	1.7%	.
Cc1nnc(SCC(=O)Nc2nccs2)o1	-7.5	-0.8%	-30.2%	-5.9%	-0.5%	18.7	-5.7	-6.5%	1.3%	12.1
CCCCn1c(N)c(N(CCOC)C(=O)COC(=O)COc2cc(C)c(Cl)cc2C(C)C)c(=O)[nH]c1=O	-3.9	12.8%	3.6%	5.4%	-15.7%	-4.3	1.6	-20.9%	-2.0%	-8.2
COc1cc(O)c2c(=O)c3c(OC)c(O)ccc3oc2c1	-6.6	?	-12.3%	-3.4%	1.2%	6.8	-4.3	-2.4%	1.7%	7.8
CC1(C2(O)CCCCC2)NCCc2ccccc21 (centres undefined)	-9.3	13.1%	-0.8%	-4.4%	-3.3%	-2.6	-0.4	-11.1%	0.9%	-17.5
CC(=O)Nc1cccc(NC(=O)c2ccc(Br)cc2)c1	6.1	?	-4.9%	12.0%	4.8%	8.0	?	-4.6%	2.9%	4.2
O=C(NCC1CCCO1)c1ccc(N2CCCCC2)c([N+](=O)[O-])c1 (centres undefined)	3.8	27.9%	-2.6%	0.1%	-2.0%	-0.2	?	6.4%	0.6%	-0.1
Cc1cc(C(=O)Cn2nc(C(=O)O)c3ccccc3c2=O)c(C)n1CC(F)(F)F	2.4	?	0.5%	2.6%	-2.6%	33.9	-1.8	-1.7%	2.4%	-9.2
O=C(O)c1cccc(OCc2ccccc2Cl)c1	-2.5	?	2.3%	-3.3%	-0.5%	1.1	-3.0	8.1%	0.9%	0.8
Cc1ccc(-n2ncc3c(SCc4cccc(C)c4)ncnc32)cc1	-0.7	?	8.9%	2.5%[46.1 µM]	-3.9%	-1.0	-0.3	-9.3%	1.4%	3.0
c1ccc(-c2ccnc3nc(N4CCN(c5ccccc5)CC4)nn23)cc1	6.3	-0.7%	2.3%	2.8%	-13.9%	-8.2	7.9	-2.8%	-1.2%	5.2
CC(=O)NC1C(=O)N=C(SCC(=O)Nc2cccc(Cl)c2)NC1=O (centres undefined)	-8.0	2.9%	-1.0%	.	2.3%	-1.4	1.2	5.0%	1.2%	-3.6
COc1cc2c3c(c1OC)C1(C=CC(=O)C=C1)CC3N(C(=O)c1ccccc1)CC2 (centres undefined)	23.0	4.9%	-9.4%	.	0.0%	22.9	3.4	0.6%	1.0%	-13.9
